AddAB inh – less growth of phage-infected E. coli with AddAB; inhibition, % at 11.9 µM; E. coli expressing H. pylori AddAB, absorbance growth; 0.29% of 330,000 active; in the data active = inhibition above about 12%;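 note: 0% = vehicle wells of infected cells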
HTR5A ag ctr – counter-screen for OPRM1-OPRD1 agonists: human HTR5A agonism; P47898; HTR5A agonist assay, luminescence, cell-based; activation, % at 9.3 µM; 0.61% of 340,000 active; AID 504692; in the data active = activation mostly above about 9.5%, no sharp cut-off; inactive = mostly below about 7.6%;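 note: 0% = cells with vehicle only and 100% = reference agonist; strong numbers were not always called active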
Mot1-301 SUMO – blocks SUMOylation pathway, rescuing yeast Mot1-301 growth; S. cerevisiae Mot1-301 growth rescue, ATP luminescence, 38.5C; percent above DMSO median, 100 means doubled; growth rescue, % at 18.8 µM; 1% of 320,000 active; AID 2716;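 active = every valid replicate shows activation above 250% relative to neutral control wells; inactive = the rest, any valid replicate at or below 250%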;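 note: OY570 slx delta 5 strain wells were the positive control but not used for scaling; some compounds called inactive have numbers as strong as hits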
Tat export inh – E. coli Tat transport inhibition; AID 488895; E. coli MC4100 TorA-mCherry Tat export, fluorescence; inhibition, % at 10 µM; 0.036% of 340,000 active;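 active = mean replicate inhibition at least 50% and at least half of replicates individually reaching 50%; inconclusive = only one of the two criteria met; inactive = neither criterion met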;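 note: exported cargo escapes ClpAP degradation while cytoplasmic cargo is degraded and loses fluorescence; 0% = median of neutral control wells and 100% = median of NaSCN control wells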
Ecoli viability – reduces bacterial viability in AddAB counter-screen. inhibition, % at 11.9 µM. E. coli V3065 growth, OD600 absorbance, 18 h. 0.27% of 330,000 active;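 active = inhibition above the campaign's mean inhibition across all tested compounds plus 3 SD, cut at about 9.9% in these data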;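 note: uninfected addAB+ strain grown without phage in ampicillin broth; 0% = DMSO wells and 100% = ciprofloxacin 0.95 µg/ml wells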
PKA-R2B act – activators of human PKA-R2B complex | P22694+P31323 | PKA-R2B holoenzyme dissociation, Cy5-IP20 fluorescence polarization; R2B truncated from residue 108, S112A mutant; 0% DMSO only, 100% 113 µM cGMP | activation, % at 11.4 µM | 0.079% of 340,000 active | AID 504700;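 active = activation above a cutoff set at the mean over all compounds plus 3 SD, cut at about 18% in these data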;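 note: higher means more holoenzyme dissociation and a rise in polarization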
Target sequence (P31323 whole entry, looked up, other chains not shown, the tested form may be a part): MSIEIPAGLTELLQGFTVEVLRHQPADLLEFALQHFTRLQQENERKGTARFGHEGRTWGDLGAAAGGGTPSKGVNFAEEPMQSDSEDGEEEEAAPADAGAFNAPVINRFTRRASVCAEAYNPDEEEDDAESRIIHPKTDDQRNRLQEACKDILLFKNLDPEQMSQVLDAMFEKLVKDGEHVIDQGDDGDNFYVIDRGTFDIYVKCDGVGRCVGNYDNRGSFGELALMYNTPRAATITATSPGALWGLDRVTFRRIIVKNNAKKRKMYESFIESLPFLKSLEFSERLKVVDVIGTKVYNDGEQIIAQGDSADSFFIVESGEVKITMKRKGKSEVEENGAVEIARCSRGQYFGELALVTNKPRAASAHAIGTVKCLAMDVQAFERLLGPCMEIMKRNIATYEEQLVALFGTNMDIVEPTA
CDK5 p35 inh – CDK5/p35 (human) kinase inhibition; Recombinant CDK5/p35, ADP-Glo luminescence, 60 min; inhibition, % at 10 µM; Q00535+Q15078; 0.01% of 330,000 active;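 active = highest replicate inhibition of at least 50% and at least 75% of replicates reaching 50%; inconclusive = only one of the two criteria met; inactive = both criteria failed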;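 note: plate controls were DMSO neutral control for no effect and GW8510 at 10 µM for full effect; many of its hits are not listed in these tables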
Target sequence (Q00535 whole entry, looked up): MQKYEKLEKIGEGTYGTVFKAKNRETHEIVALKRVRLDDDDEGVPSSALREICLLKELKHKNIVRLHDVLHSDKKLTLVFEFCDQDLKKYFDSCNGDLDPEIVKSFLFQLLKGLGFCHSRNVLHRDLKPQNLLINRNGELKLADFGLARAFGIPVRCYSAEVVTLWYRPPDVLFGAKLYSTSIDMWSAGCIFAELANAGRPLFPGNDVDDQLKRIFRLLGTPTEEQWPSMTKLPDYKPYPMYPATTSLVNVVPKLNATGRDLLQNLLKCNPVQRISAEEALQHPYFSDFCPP
Target sequence (Q15078 whole entry, looked up): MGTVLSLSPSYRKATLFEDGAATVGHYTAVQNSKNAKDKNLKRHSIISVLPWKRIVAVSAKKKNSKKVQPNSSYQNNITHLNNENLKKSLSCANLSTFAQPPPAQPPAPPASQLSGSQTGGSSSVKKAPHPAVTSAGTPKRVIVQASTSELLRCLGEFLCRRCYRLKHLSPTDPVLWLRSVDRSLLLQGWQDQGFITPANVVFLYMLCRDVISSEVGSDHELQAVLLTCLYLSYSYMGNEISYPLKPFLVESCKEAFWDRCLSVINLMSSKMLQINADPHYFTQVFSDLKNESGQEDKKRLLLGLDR
DAGLB inh – diacylglycerol lipase beta (human) inhibition; Q8NCG7; HEK293T DAGLB membrane lysate, EnzChek fluorogenic substrate; inhibition, % at 5.17 µM; 0.059% of 340,000 active; AID 504411; in the data active = inhibition above about 34%;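 note: 0% = enzyme with vehicle and 100% = wells lacking enzyme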
phage Ecoli inh – E. coli growth loss with phage present. growth absorbance. 0.26% of 360,000 active. inhibition, % at 11.9 µM; in the data active = inhibition above about 11%
HTR5A inv ctr – inverse agonist of human HTR5A in OPRM1-OPRD1 counter-screen | 0.083% of 340,000 active | inhibition, % at 9.3 µM | P47898 | HTR5A cell line, luminescence, inverse agonism | AID 504634; in the data active = inhibition mostly above about 23%, no sharp cut-off; inactive = mostly below about 18%;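 note: 0% = cells with DMSO and 100% = no-cell wells with DMSO; some compounds called inactive have numbers as strong as hits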
PKA-R1A act – activators of PKA-R1A complex; 0.083% of 340,000 active; AID 504707; PKA-R1A dissociation, Cy5-IP20 fluorescence polarization; scaled: DMSO 0%, 113 µM cGMP 100%; activation, % at 11.4 µM; P00514+P68181;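 active = percent activation above the mean of all tested compounds plus 3 SD, cut at about 19% in these data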;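 note: higher means more PKAc released from R1A so a rise in polarization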
The depositor's hits bear a star; ? = inconclusive; . = not tested or not shown.

SMILES	AddAB inh	HTR5A ag ctr	Mot1-301 SUMO	Tat export inh	Ecoli viability	PKA-R2B act	CDK5 p35 inh	DAGLB inh	phage Ecoli inh	HTR5A inv ctr	PKA-R1A act
CCOc1ncccc1C(=O)Nc1cccc(C(=O)Nc2cccc(S(=O)(=O)CCO)c2)c1	2.6	0	10	-4	-0.1	-1	1.0	-2	2.4	1	-2
COc1ccc(-c2[nH]nc3c2C(c2ccoc2)C(C#N)=C(N)O3)cc1 (stereo not given)	-1.6	6	-13	?	-1.0	-11	2.3	3	1.0	16	-8
C/C(=N\NS(=O)(=O)c1ccc(Br)cc1)c1ccncc1	1.9	5	-11	-1	0.2	-3	-0.9	1	0.6	-31	-3
Cc1ccccc1C(=O)N=c1ccn(-c2nc3ccccc3nc2NS(=O)(=O)c2ccc(F)cc2)cc1	0.3	-2	6	-1	0.6	-3	2.6	5	-0.2	-27	-8
O=C(c1cc2cc(F)ccc2[nH]1)N1CCN(C(=O)c2ccco2)CC1	1.1	1	-3	0	-0.4	-2	2.1	2	1.1	3	-1
Cc1ccccc1-n1c(-c2ccc3ccccc3n2)n[nH]c1=S	3.8	-2	20	-1	2.0	-2	1.9	4	2.2	-5	-15
Cc1oc(-c2ccccc2)nc1CS(=O)CC(=O)N1CCc2ccccc2C1 (stereo not given)	4.6	-3	-4	-1	-0.7	-2	1.0	1	1.8	8	-7
CCOC(=O)/C(N=Nc1c(C)n(C)n(-c2ccccc2)c1=O)=C(/O)c1ccccc1	-1.0	-3	-16	2	-2.9	-2	0.6	0	2.0	8	-1
COc1ccc(S(=O)(=O)N2CCN(c3ccccn3)CC2)c(OC)c1	4.1	4	-16	5	1.5	-5	0.4	-2	0.6	22	-10
COCCNC(=O)c1ccccc1NC(=O)CSc1ccc(C)cc1	1.0	5	.	-2	-0.8	2	0.1	1	4.0	-5	-2
Cc1ccc2nc(SCC(=O)NCc3ccco3)c(C#N)cc2c1	3.6	3	6	7	-0.5	3	-0.8	3	-0.3	-7	-24
Cc1ccc(-c2nc3ncccc3o2)cc1NC(=O)COc1ccccc1	1.4	3	-12	-1	-2.1	-2	-1.9	1	3.3	2	-2
COc1cccc(CC(=O)Nc2cc(S(=O)(=O)N3CCOCC3)ccc2OC)c1	.	-5	.	-4	.	9	-0.1	1	-1.6	2	1
COc1ccc(-n2cc(CNCC3CC(=O)N(C4CC4)C3)c(-c3ccccc3Cl)n2)cc1 (stereo not given)	2.5	7	-14	-4	-1.7	-3	-7.9	0	3.5	-5	0
O=C1NCCc2c1[nH]c1c(Cl)ccc(Cl)c21	2.6	-1	9	-5	0.6	-13	-8.6	4	2.4	15	-9
CCCn1cc(S(=O)(=O)c2ccc(C)cc2)c(=O)c2cc(OC)c(OC)cc21	0.8	-3	16	-1	-0.5	4	0.5	-4	0.6	4	-7
CCOC(=O)N1CCC(NC(=O)CCc2c(C)nc3c(c(C)nn3C(C)(C)C)c2C)CC1	2.2	4	9	4	3.1	0	-1.4	-2	0.8	-4	-9
O=C(CSc1nnc(-c2ccccc2)o1)NC1CCS(=O)(=O)C1 (stereo not given)	-0.2	1	-14	2	0.5	-2	-0.2	0	3.0	11	-10
Cc1cc(C)c(S(=O)(=O)Nc2c(C)n(C)n(-c3ccccc3)c2=O)cc1[N+](=O)[O-]	.	-1	-5	-3	.	4	-0.6	6	1.8	4	5
C=CCn1c(COc2ccc3c(c2)CCCC3)nnc1SCC(=O)Nc1cccc(SC)c1	0.5	6	8	-4	1.8	-2	-0.5	-13	-1.8	3	-12
CC1CCCCN1C(=O)Cc1ccc(Cl)cc1 (stereo not given)	3.1	-5	11	-5	0.1	-4	-0.1	0	1.4	-7	4
CN(C)C(CNC(=O)C1CCN(S(=O)(=O)c2ccccc2)CC1)c1ccccc1 (stereo not given)	0.3	6	11	-2	-0.6	-5	-1.1	0	0.9	-17	1
COc1ccc(C)cc1NC(=O)CCNS(=O)(=O)c1ccc2c(c1)CC(C)N2C(C)=O (stereo not given)	2.7	-2	3	-1	0.5	6	1.7	-9	0.9	7	-11
COc1ccc(Br)cc1CNC(=O)CCC(=O)n1nc(C)c2ccccc21	0.8	2	2	-2	-0.8	-8	1.0	-8	-0.8	5	0
COc1ccc(CNCc2cccc(OC)c2OC)cc1Br	0.4	-4	1	-3	2.0	1	1.0	-4	-0.1	9	-2
O=C(O)c1cccc(S(=O)(=O)N(Cc2ccccc2)c2cccc(C(F)(F)F)c2)c1	0.6	2	5	1	-1.2	-5	-1.6	5	1.7	-8	-12
Cc1ccc(C(=O)OCC(=O)NCC2CCCO2)c(C)c1 (stereo not given)	0.5	0	5	8	-1.8	-9	2.2	-2	-1.8	1	-6
COc1ccccc1NC(=O)CCCc1c[nH]c2ccccc12	0.5	2	4	0	-0.3	-7	-1.6	0	4.2	-5	-11
CCCCN(CC)CCCNC(=O)c1cc2c(=O)n(CC)c3ccccc3c2s1	-2.9	1	7	-9	-0.9	0	0.4	-3	0.0	-3	12
CCOc1ccc(Br)cc1S(=O)(=O)Nc1cccc(S(=O)(=O)N(C)C)c1	1.5	14	-8	9	0.1	-10	2.0	-1	1.1	-36	5
CC(C)(C)NS(=O)(=O)c1ccc(CCC(=O)Nc2ccc3c(c2)OCO3)cc1	-3.0	7	.	2	-3.0	-5	4.0	-1	0.5	-26	-4
COc1ccc(CCNC(=O)CCc2nc3ccccc3[nH]2)cc1OC	3.1	-4	15	-7	4.7	1	1.5	0	3.8	-1	3
N/C(=N\N=C\c1ccc2c(c1)OCO2)SC1CC(=O)N(c2ccc(C(=O)O)cc2)C1=O (stereo not given)	0.7	9	81	1	1.7	-6	-1.4	1	0.6	-24	4
Oc1ccc(-c2cnc3ccccc3n2)cc1	2.3	8	11	-7	4.3	-2	7.2	-7	5.9	8	12
COc1cc(NC(=O)Cn2cnc3c(OCc4ccccc4)ncnc32)cc(OC)c1OC	1.3	.	-9	2	-0.4	0	-3.6	-2	1.9	.	1
Cc1ccc(-c2nc3ccccc3nc2Cl)cc1	6.5	3	34	5	1.2	2	-0.3	-7	1.4	15	-8
Cc1oc(-c2cc(F)ccc2F)nc1CN1CCN(c2ncnc3ccccc23)CC1	-0.5	3	-5	-5	1.5	9	-0.8	-2	2.6	-20	-10
O=C(NCc1ccncc1)Nc1ccccc1Cl	0.2	-1	-12	2	-1.7	7	-0.4	0	4.7	-14	-1
O=c1sc(Nc2ccccc2)nc2ccsc12	-1.0	-5	-25	3	-0.8	3	0.2	-3	1.6	13	13
COC(=O)C1CCN(C(=O)COC(=O)Cc2c[nH]c3ccccc23)CC1	1.8	-1	-14	3	2.1	-6	0.8	-3	3.3	-13	-2
COc1ccc(C(=O)N/N=C/C(C)c2ccccc2)cc1OC (stereo not given)	-0.3	0	-8	-3	-0.8	-3	-2.2	-1	0.8	10	-2
CCN(Cc1ccccc1)C(=O)c1cc(S(=O)(=O)N2CCOCC2)cn1C	2.0	2	398	-2	-0.6	4	-0.2	1	1.8	-5	-7
COc1ccc2[nH]c(=O)c(CNc3ccccc3)cc2c1	4.1	0	-23	0	2.0	-9	1.9	2	-1.7	-5	6
O=C(Nc1ccccc1)N(Cc1cccs1)C1CCCC1	2.2	4	-9	4	2.4	-2	0.3	-2	-0.6	8	10
CC(C(=O)c1ccc(-c2ccccc2)cc1)[n+]1ccccc1 (stereo not given)	0.7	1	6	1	-1.6	5	-1.5	2	1.4	-38	1
CCn1c(SCC(=O)Nc2ccc(C)cc2)nnc1-c1ccccn1	0.5	-1	-18	2	1.8	-9	0.3	-7	0.3	4	-2
CC(C)(C)c1ccc(CNC(=O)c2ccc3c(c2)NC(=O)CO3)cc1	2.6	0	331*	-6	-1.8	-5	-2.5	2	2.9	-3	-7
Fc1cccc(Cl)c1CSc1nnc(CN2CCOCC2)n1-c1ccccc1	3.7	0	551*	-4	0.8	-5	-1.8	-1	3.6	-33	-4
Cc1cc(=O)oc2c3c(ccc12)OC/C3=N/N	-1.1	0	-4	4	1.8	8	2.1	0	0.4	-10	2
COC(=O)c1cn(NC(=O)C2CCC(C(C)(C)C)CC2)c(=O)c2ccccc12 (stereo not given)	1.7	2	11	6	-2.8	-17	-1.0	-2	2.8	-4	12
CCCCCCCCS(=O)C1CCS(=O)(=O)C1 (stereo not given)	1.6	-4	-7	-11	-2.1	-4	-0.2	2	1.3	9	4
CCn1c(COc2ccc3ccccc3c2C)nnc1SCC(=O)Nc1cccc(C(=O)O)c1	5.7	9	-1	14	0.1	-8	-5.5	5	-1.8	-22	-11
Cc1[nH]c(C)c(S(=O)(=O)N(C)Cc2ccccc2)c1C(=O)N1CCCCC1	0.6	1	109	-10	-0.8	-3	-0.8	-1	-0.2	15	-10
CCOc1cc(S(=O)(=O)N2CC=C(c3ccc(F)cc3)CC2)c(OCC)cc1-n1cnnn1	-0.3	3	-14	-4	-0.7	-4	-1.4	2	-0.1	20	-1
CC(C)OC(=O)CN1C(=O)C(=O)c2ccccc21	-0.2	-2	11	-4	-2.7	1	0.9	-2	3.4	13	-5
CC(=O)c1cccc(NC(=S)N2CCc3ccccc32)c1	-0.9	0	8	0	0.1	2	-1.1	-6	4.7	0	1
C=CCn1c(SCc2csc(C)n2)nc2sc3c(c2c1=O)CCC(C)C3 (stereo not given)	0.3	1	179	13	-1.7	6	-1.4	-2	1.2	-2	-1
COc1ccc(NC(=S)N(C)CC2COc3ccccc3O2)cc1 (stereo not given)	0.9	-3	7	-8	0.3	2	-1.1	-2	2.8	-8	-21
O=C(C(=O)N1CCN(Cc2ccccc2)CC1)c1c[nH]c2ccccc12	1.6	6	-20	5	0.1	-1	-1.3	-2	3.3	-18	-1
N#Cc1cc2[nH]c3ccccc3c2[n+](-c2ccc([N+](=O)[O-])cc2)c1N	1.4	1	3	-6	-2.6	6	-2.0	1	0.8	-4	9
Following part:
SMILES	AddAB inh	HTR5A ag ctr	Mot1-301 SUMO	Tat export inh	Ecoli viability	PKA-R2B act	CDK5 p35 inh	DAGLB inh	phage Ecoli inh	HTR5A inv ctr	PKA-R1A act
O=C(Cn1cncn1)NCc1cccc2ccccc12	-0.3	-1	-5	-5	3.6	4	0.5	3	0.7	2	9
O=C(N/N=C/c1ccc(O)cc1)c1cccc(N/N=C/c2ccc(O)cc2)c1	0.7	6	0	2	-1.3	2	2.0	-1	-0.3	-11	-3
O=C(C1CCN(S(=O)(=O)c2ccc(Cl)cc2)CC1)N1CCCC1	5.7	7	18	1	-2.5	-1	1.4	0	0.4	3	0
COc1cccc(OCCNc2cc(Cl)ccc2[N+](=O)[O-])c1	1.1	2	-9	29	0.1	-5	-2.7	-5	3.1	-13	-2
